Assay outcomes as filed in PubChem.
IL-2 act: qHTS of IL-2 Activators. IL-2 activation reporter assay, cell-based qHTS; stimulated with anti-CD3/CD4/CD28 beads; in transgenic mouse T cells. activation, % (series mostly up to about 46 µM). 360,000 tested, 0.065% active; in the data active means activation above about 50%; inconclusive means mostly about 30% to 49%; further: 0% is about no effect
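Using fluorescent plate cytometry, EGFP and DsRed are detected in transgenic mouse T cells stimulated 18 h at 37 degrees C with antibody-coated beads after 60 min compound pretreatment.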
WRN helicase inh: qHTS for Inhibitors of WRN Helicase. Potency, µM (top dose mostly 114 µM), inactives show at the top dose activity change, negative = inhibition, usual class: inhibitors. 360,000 tested, 0.46% active. AID 651768, 2012. WRN helicase unwinding, fluorescent forked duplex, kinetic; further: potency means the concentration at half of the fitted maximal effect; on the % scale 0 is the no-effect control and ±100 the full control effect; nearly all actives have a fitted effect of over 55% in size
Target sequence (Q14191 whole entry, looked up): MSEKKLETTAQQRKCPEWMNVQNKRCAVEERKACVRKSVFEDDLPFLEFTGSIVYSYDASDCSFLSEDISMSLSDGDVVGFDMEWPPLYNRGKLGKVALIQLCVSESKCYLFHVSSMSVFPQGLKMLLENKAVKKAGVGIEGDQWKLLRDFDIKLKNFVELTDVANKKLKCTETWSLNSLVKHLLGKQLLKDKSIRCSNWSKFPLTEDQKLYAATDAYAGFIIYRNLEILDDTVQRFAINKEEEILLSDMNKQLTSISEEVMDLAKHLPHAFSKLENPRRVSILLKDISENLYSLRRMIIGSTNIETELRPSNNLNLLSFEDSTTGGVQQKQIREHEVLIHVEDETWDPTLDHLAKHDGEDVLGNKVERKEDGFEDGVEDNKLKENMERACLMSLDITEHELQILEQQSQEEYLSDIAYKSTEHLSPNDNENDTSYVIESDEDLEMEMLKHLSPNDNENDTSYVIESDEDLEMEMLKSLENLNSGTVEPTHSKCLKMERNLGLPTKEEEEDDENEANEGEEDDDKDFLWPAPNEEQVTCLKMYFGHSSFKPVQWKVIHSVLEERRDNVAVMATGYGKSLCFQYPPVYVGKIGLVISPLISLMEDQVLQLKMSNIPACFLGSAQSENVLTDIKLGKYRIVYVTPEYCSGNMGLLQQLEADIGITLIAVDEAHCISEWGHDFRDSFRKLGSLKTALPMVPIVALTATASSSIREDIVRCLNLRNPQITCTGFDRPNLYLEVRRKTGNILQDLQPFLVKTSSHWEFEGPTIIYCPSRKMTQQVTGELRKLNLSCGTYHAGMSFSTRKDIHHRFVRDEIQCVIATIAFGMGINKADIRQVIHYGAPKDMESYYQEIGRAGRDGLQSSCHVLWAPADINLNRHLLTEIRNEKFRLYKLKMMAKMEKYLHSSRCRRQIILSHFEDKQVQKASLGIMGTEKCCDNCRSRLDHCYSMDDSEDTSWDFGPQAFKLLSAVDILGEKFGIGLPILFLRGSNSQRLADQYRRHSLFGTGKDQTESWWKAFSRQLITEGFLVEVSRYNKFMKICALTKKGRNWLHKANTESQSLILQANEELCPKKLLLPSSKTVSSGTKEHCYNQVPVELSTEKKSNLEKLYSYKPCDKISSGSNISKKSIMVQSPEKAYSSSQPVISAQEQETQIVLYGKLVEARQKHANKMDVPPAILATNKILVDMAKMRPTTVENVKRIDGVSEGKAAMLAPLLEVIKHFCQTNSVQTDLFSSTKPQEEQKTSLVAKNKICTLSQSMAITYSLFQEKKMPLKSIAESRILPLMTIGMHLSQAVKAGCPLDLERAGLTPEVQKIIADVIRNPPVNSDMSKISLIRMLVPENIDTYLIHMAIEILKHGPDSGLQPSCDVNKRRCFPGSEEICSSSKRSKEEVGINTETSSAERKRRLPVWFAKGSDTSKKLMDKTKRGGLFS
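Primary qHTS, 1536-well format. 20 nM WRN + compound, 15 min RT; start with 100 nM forked fluorophore/quencher duplex, 2 mM ATP (final); kinetic read ex 525/em 598 nm.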
DRD3 antagonist: qHTS of D3 Dopamine Receptor Antagonist: qHTS | D3R cells, DiscoveRx beta-arrestin luminescence, antagonist mode; active compounds read low | max response, negative = inhibition, % | D(3) dopamine receptor (Homo sapiens), P35462 | 360,000 tested, 2.5% active; in the data active means max response below about -50%; inconclusive means no clear call, values can overlap the other calls; further: on the % scale 0 is the no-effect control and ±100 the full control effect; mostly tested at two doses, the higher about 12 µM
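Cells expressing the human receptor were seeded at 1500 cells/well, incubated overnight at 37 degrees C in 5% CO2, then exposed to library compounds with dopamine controls for 90 minutes at 37 degrees C before luminescent detection.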
HEK293 tox: qHTS of GLP-1 Receptor Inverse Agonists: Cytotox Screen. 410,000 tested, 0.13% active. Potency, µM (series often up to 38.3 µM), inactives show at the highest dose activity change, negative = inhibition, most hits filed as inhibitors. HEK293 cAMP-luciferase reporter cells, luminescence, 24 h;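 further: loss of luciferase light is scored as toxicity; potency means the concentration at half of the fitted maximal effect; on the % scale 0 is the no-effect control and ±100 the full control effect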
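1536-well qHTS counterscreen of the MLSMR; 200 cells/uL, 12 h pre-incubation, 23 nL cpd, 24 h at 37 deg C 5% CO2, luciferase detection reagent, 12 min RT, luminescence. Inhibition = undesired.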
GLP1R inv ag: qHTS of GLP-1 Receptor Inverse Agonists (Inhibition Mode) | Glucagon-like peptide 1 receptor (Homo sapiens), P43220 | HEK293 GLP-1R CRE-luciferase, luminescence, 24 h; GLP-1R form is constitutively active | Potency, µM (top dose mostly 38.3 µM), inactives show at the top dose activity change, negative = inhibition, hits mostly inhibitors | 410,000 tested, 1.6% active | AID 624417, 2012; further: potency means the concentration at half of the fitted maximal effect; on the % scale 0 is the no-effect control and ±100 the full control effect; nearly all actives have a fitted effect of over 55% in size
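Inverse agonism was detected as reduced cAMP-driven luciferase luminescence after 24 h compound treatment. The cells were HEK293 clones expressing constitutively active human GLP-1R with the reporter. Reporter-only and GPR119 cell lines served as counterscreen controls.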
GLP1R ag: qHTS of GLP-1 Receptor Agonists; HEK293 GLP-1R CRE-luciferase, luminescence, 4-6 h; cells express a hypersensitive GLP-1R form; Potency, µM (doses to about 45.6 µM), for inactives: top-dose activation, actives largely listed as activators; 380,000 tested, 0.007% active; AID 624172, 2012; further: potency means the concentration at half of the fitted maximal effect; % of control where 0% means no effect
DRD3 agonist: qHTS of D3 Dopamine Receptor Agonist: qHTS | D(3) dopamine receptor (Homo sapiens), P35462 | D3R DiscoveRx beta-arrestin cells, luminescence, 90 min | max activation, % | 410,000 tested, 0.58% active | AID 652048, 2013; in the data active means max activation above about 30%; further: 0% is about no effect; mostly tested at two doses, the higher about 12 µM
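Agonist-mode cell screen: cells plated at 1500/well and incubated overnight at 37 °C, then exposed to library compounds for 90 min at 37 °C. Detection reagent was added for 30–60 min at room temperature, and luminescence was read.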
PI5P4Ka inh: qHTS for Inhibitors of phosphatidylinositol 5-phosphate 4-kinase (PI5P4K). AID 652105, 2013. PI5P4Kalpha enzyme, ADP-Glo luminescence, 60 min; active compounds read low. Phosphatidylinositol 5-phosphate 4-kinase type-2 alpha (Homo sapiens), P48426. 330,000 tested, 1.2% active. max response, %; active means max response of -50% or lower; inconclusive means between -30% and -50%; inactive means -30% or higher; further: value at the top dose of about 77 µM; on the % scale 0 is the no-effect control and ±100 the full control effect
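Compounds were pin-transferred onto PI5P4Kalpha and substrate in HEPES pH 7.4 buffer with EGTA, CHAPS and 5% DMSO. ATP (5 microM final) started the reaction, which ran 60 minutes at room temperature before ADP-Glo detection.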
PLK1 PBD inh: qHTS for Inhibitors of PLK1-PDB (polo-like kinase 1 - polo-box domain): Primary Screen | Serine/threonine-protein kinase PLK1 (Homo sapiens), P53350 | Plk1 PBD binding of FITC phosphopeptide, fluorescence polarization | Potency, µM, inactives show max response, negative = inhibition, hits mostly inhibitors | 360,000 tested, 2.8% active | AID 720504, 2013; further: potency means the concentration at half of the fitted maximal effect; series mostly up to about 57 µM; on the % scale 0 is the no-effect control and ±100 the full control effect; nearly all actives have a fitted effect of over 65% in size
Active calls of the source: *; u = inconclusive; x = not tested or not shown; [ ] = remark or other dose. Unless noted, the call rests on the fitted dose curve; in most records, active means well fitted curve in the direction sought with a large enough effect; inconclusive means small, poorly fitted or top-dose-only effect, or another doubt; inactive means no such curve, though single readings can be large; an effect the other way counts as inactive or inconclusive.

Every second line gives: PLK1 PBD inh	DRD3 antagonist	HEK293 tox	WRN helicase inh	PI5P4Ka inh	DRD3 agonist	GLP1R ag	IL-2 act	GLP1R inv ag
COc1ccc(C2CC(c3ccc4ccccc4c3)=NN2C(=O)CSc2ncccn2)cc1 (stereo not drawn)
  -10%	13	-18%	-10%	-5	7	22%	-1.0	u
CCOC(=O)c1sc(NC(=O)CCN2CCN(C)CC2)c(C(=O)OCC)c1C
  -2%	-26	3%	2%	0	-13	14%	1.0	11%
Cc1ccc(CCNS(=O)(=O)c2cc3c(cc2C)n(C)c(=O)c(=O)n3C)cc1
  -2%	8	-2%	-6%	0	2	6%	-2.5	16%
CCCCC(=O)C1CCN(Cc2ccccc2)CC1
  1%	u	-3%	-3%	6	-17	-14%	0.3	-3%
Cc1ccc(NC(=O)CCNC(=O)Cn2cnc3ccccc3c2=O)cc1F
  -5%	3	-1%	-7%	-2	-3	5%	1.2	1%
CC1Nc2ncnc(N3CCOCC3)c2N(Cc2ccc(Cl)cc2)C1=O (stereo not drawn)
  -13%	u	1%	-30%	-1	-3	-5%	-1.3	-6%
CO/N=C/NC(=O)C1=NOC(CNc2ncc(C(F)(F)F)cc2Cl)C1 (stereo not drawn)
  -4%	8	-7%	3%	1	2	-9%	1.4	u
O=c1ccc(Oc2nc(N3CCOCC3)nc(N3CCOCC3)n2)n[nH]1
  -2%	16	22%	-16%	6	-4	0%	-0.6	5%
NC(=O)[C@@H]1CCCN1C(=O)c1ccc2nc(Cc3ccccc3F)oc2c1
  -10%	-3	5%	8%	3	7	-2%	-1.1	2%
Cc1cc(S(=O)(=O)N2CCC(NC(=O)C34CC5CC(CC(C5)C3)C4)CC2)ccc1-n1cnnn1
  -7%	30	5%	3%	x	17	-14%	0.2	6%
O=C(NCc1ccco1)c1cc(-c2ccccc2)on1
  -6%	-11	-10%	1%	x	3	-10%	-3.1	50%[activator]
O=C1CCCC1C(=O)Nc1ccc2ccccc2c1 (stereo not drawn)
  -24%	-21	5%	-5%	0	1	13%	-1.6	-6%
CN1CCc2c(sc3c2C(=O)NC(/C=C\c2ccccc2)N3)C1 (stereo not drawn)
  -8%	-20	-28%	-12%	3	-13	5%	-0.6	5%
COc1ccc(O)c(/C=c2/sc3nc4cc(C)c(C)cc4n3c2=O)c1
  11µM*	-16	u	-3%	u	-4	1%	0.4	u
CC1CCCN(c2oc(-c3cccc4ccccc34)nc2C#N)C1 (stereo not drawn)
  -6%	-3	3%	5%	x	-5	-8%	-2.2	3%
COc1cccc(C(=O)Oc2cccc(N3C(=O)C4C5CC(C(Br)C5Br)C4C3=O)c2)c1 (stereo not drawn)
  -5%	0	-4%	-1%	-7	-3	-8%	-0.6	-30%
COCCCNC(=O)[C@@H](Cc1ccccc1)NC(=O)CC[C@H]1O[C@@H](n2ccc(=O)[nH]c2=O)[C@H](O)[C@@H]1O
  -4%	-17	1%	-3%	7	-4	-2%	0.7	8%
COc1ccc(NC(C)=O)cc1S(=O)(=O)NC(Cc1ccccc1)C(=O)NC(C)c1ccccn1 (stereo not drawn)
  -7%	2	-15%	6%	2	-3	u	0.3	1%
CC1CCN(S(=O)(=O)c2ccc(S(=O)(=O)N3CCC4(CC3)OCCO4)cc2)CC1
  0%	-3	-14%	7%	-3	2	-2%	-0.3	11%
COC(CNC(=O)CN1CCN(Cc2ccc(F)cc2Cl)C1=O)OC
  -1%	6	5%	7%	-6	13	6%	0.9	10%
O=C(N/N=C/c1ccc(OC(=O)c2cccc(F)c2)cc1)c1cccnc1
  -8%	3	6%	9%	-14	4	2%	-1.8	1%
COc1cccc(-c2sc3ccc(OC)cc3c2-c2ccc(O)cc2)c1
  -13%	3	10%	-4%	16	-25	4%	-0.2	u
C=CCNc1nc(NCc2cccc(OC)c2)c2sc(-c3ccccc3)cc2n1
  6%	7	u	-2%	x	4	10%	-0.3	u
COC(=O)c1ccc2c(=O)n(Cc3ccc(C(=O)NC4CCCC4)cc3)c(=S)[nH]c2c1
  1%	0	10%	-5%	2	6	-2%	-2.6	0%
CCSC1=NCCN1S(=O)(=O)c1ccc(Cl)cc1
  -1%	6	-4%	4%	-5	2	-5%	0.6	11%
Cc1cc(Br)c(S(=O)(=O)NCc2ccncc2)cc1C
  -10%	-18	0%	-32%	4	-4	-2%	-2.7	-3%
COc1ccc(C(=O)/C=C/C(=O)N(CC(=O)NC2CCCCC2)Cc2ccc(F)cc2)c(O)c1
  4.2µM*	3	-8%	0%	-2	-4	24%	-0.6	u
Cc1cc(-c2nnc(SCCC(=O)Nc3ccccc3)o2)no1
  -8%	5	5%	-13%	u	3	-5%	-0.2	-16%
CN(C)S(=O)(=O)n1cnc2ccccc21
  -6%	26	-12%	9%	-3	-5	-6%	-1.9	-1%
O=C(Nc1ccc2c(c1)OCCO2)c1ccc(Cl)c(S(=O)(=O)N2CCOCC2)c1
  1%	52	-9%	-9%	x	4	-6%	-4.1	-9%

As entered above.
For PI5P4Ka inh, COc1ccc(C2CC(c3ccc4ccccc4c3)=NN2C(=O)CSc2ncccn2)cc1 (stereo not drawn) has -5
For HEK293 tox, CCSC1=NCCN1S(=O)(=O)c1ccc(Cl)cc1 has -4%

Next part
Every second line gives: PLK1 PBD inh	DRD3 antagonist	HEK293 tox	WRN helicase inh	PI5P4Ka inh	DRD3 agonist	GLP1R ag	IL-2 act	GLP1R inv ag
CCOc1ccc(OCC(=O)Nc2cccc(S(=O)(=O)NC3=NCCC3)c2)cc1
  -10%	15	345%[activator]	7%	-1	8	0%	-2.1	-10%
NC(=O)CC(NC(=O)c1ccccc1)c1ccc(NCC2CC2)c([N+](=O)[O-])c1 (stereo not drawn)
  -9%	8	-8%	-2%	-2	-5	6%	-0.5	7%
Cc1cccc(C)c1NC(=O)CSc1nnc(-c2ccco2)c(-c2ccco2)n1
  19µM*	u	11%	35µM*	-69*	1	18%	-0.4	101%[activator]
COCCN(C(=O)COC(=O)c1cc(C)n(-c2ccccc2)c1C)c1c(N)n(Cc2ccccc2)c(=O)[nH]c1=O
  -1%	3	-2%	-8%	-8	3	-4%	-4.5	-6%
CC(C)c1nc(SCC(=O)NCC2CCCO2)c2c(=O)n(C)c(=O)n(C)c2n1 (stereo not drawn)
  -5%	2	-3%	6%	-1	3	2%	0.7	2%
Cc1cccc(C)c1OCC(=O)N/N=C/c1cccn1C
  3%	21	-10%	-5%[57.1 µM]	x	18	3%	-0.9	-12%
CN(C)CC/C=C1/c2ccccc2Sc2c(O)cc(Cl)cc21
  -7%	u	u	-13%	-2	-20	-8%	-0.4	u
Cc1cc(Cl)ccc1OC(C)C(=O)Nc1ccc(S(=O)(=O)Nc2cnc3ccccc3n2)cc1 (stereo not drawn)
  21µM*	-13	-20%	-14%	1	1	-9%	-2.2	u
c1coc(-c2cc3nc(NCc4ccc5c(c4)OCO5)ccn3n2)c1
  -17%	-13	2%	-5%	-23	-7	19%	1.9	9%
COc1ccc2c(c1)CCc1c(C(=O)N3CCc4ccccc4C3)noc1-2
  -12%	9	3%	-3%	x	9	1%	-2.5	-20%
CCCOc1cccc(C2C(C(=O)c3cccs3)=C(O)C(=O)N2Cc2cccnc2)c1 (stereo not drawn)
  63%[activator]	2	21%	u	-1	10	4%	12	-6%
COc1ccccc1/C=C\C=N\n1c(C2CCCCC2)n[nH]c1=S
  u	-21	-4%	-3%	-4	-5	12%	-2.0	-48%
CC(=O)c1ccc(NC(=O)CN2CCN(S(=O)(=O)c3ccc4ccccc4c3)CC2)cc1
  12%	0	-4%	10%	0	-3	4%	0.1	-15%
Cc1ccc(S(=O)(=O)Nc2cccc(S(=O)(=O)Nc3ccccc3C(=O)O)c2)c(C)c1
  -28%	1	-2%	-13%	-14	-15	0%	2.7	-4%
Nc1nnc(SCC(=O)Nc2cccc(S(=O)(=O)N3CCCCC3)c2)s1
  -15%	5	-10%	-10%	1	6	-2%	-0.6	-7%
Cc1onc(-c2ccccc2)c1C(=O)Nc1nnc(CC(C)(C)C)s1
  -6%	4	-1%	9%	4	9	8%	0.4	u
COc1ccc(N2CC(C)(C)C2=O)cc1
  -9%	-1	-13%	-4%	1	6	2%	0.7	1%
NCCCC[C@@H](C(=O)NCCCCCCCCCCC(=O)N1CCNCC1)n1cc(CCO)nn1
  -11%	0	12%	-3%	-11	1	1%	0.6	10%
C=CCNc1nc2cc(-c3ccc(C(=O)N4CCOCC4)cc3)sc2c(=O)n1C
  1%	-22	-12%	6%	0	3	4%	-0.7	-12%
